# aGlu spleen mod – inhibits or activates alpha-glucosidase in human spleen homogenate; Potency, µM (highest dose often 79.9 µM), for inactives: at the highest dose activity change, negative = inhibition, usual class: inhibitors; 240,000 tested, 0.006% active; human spleen homogenate, 4-MU-alpha-glucoside fluorescence; P10253;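 also: 0% = enzyme with vehicle and -100% = no enzyme basal signal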
#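 Human spleen homogenate (1 ug) incubated with compounds and 1 mM 4-methylumbelliferyl-alpha-D-glucopyranoside in pH 5.0 citrate/phosphate buffer, 37 C, 40 min. Stopped at pH 10; 4-MU fluorescence (Ex 365/Em 440 nm); AC50 by Hill fit.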
# GAA glycogen mod – inhibitors or activators of human alpha-glucosidase glycogen cleavage; AID 2100; P10253; 300,000 tested, 0.38% active; Potency, µM (doses to about 76.4 µM), for inactives: top-dose activity change, negative = inhibition, most hits filed as inhibitors; recombinant GAA, glycogen substrate, Amplex Red glucose oxidase fluorescence;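 also: 0% = full enzyme reaction and -100% = no-enzyme basal signal; the screen sought inhibitors and activators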
#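 qHTS, 1536-well; enzyme 4 nM final; cpd up to 77 uM; substrate bovine liver glycogen 30 ug; 50 mM citrate/phosphate pH 5.0, 0.01% Tween-20; 37 C, 40 min; Amplex Red detection 45 min RT; Hill fit → AC50.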
# GAA inh – inhibitors of human lysosomal alpha-glucosidase; P10253; purified human GAA, 4-MU-alpha-glucoside fluorescence; Potency, µM (titrated, usually from 76.9 µM), inactives show top-dose activity change, negative = inhibition, most hits filed as inhibitors; 200,000 tested, 0.005% active;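 also: plate controls were uninhibited enzyme wells for no effect and no-enzyme background for full effect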
#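 Enzyme (4 nM final) mixed with compound (up to 77 uM), then 4-MU-alpha-D-pyranoside (400 uM final) added; 20 min at room temperature, pH 5.0. Reaction stopped at pH 10, fluorescence read, AC50 derived by Hill fit.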
# IMPase Li inh – cell-permeable IMPase inhibitors with lithium potentiation; CHO-M1 cells, IP1 TR-FRET (IP-One), carbachol + lithium; Potency, µM (series often up to 59.4 µM), for inactives: top-dose activity, negative = IMPase inhibition, usual class: inhibitors; 210,000 tested, 0.35% active; AID 1457;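 also: IP1 builds up when IMPase is blocked and the TR-FRET signal falls; plate controls were basal vehicle for no effect and high inhibitor control for full effect; nearly all actives have a fitted effect of over 50% in size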
#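 CHO cells stably expressing M1 receptor (2000/well, cultured 16–30 h) treated 30 min at 37C with compound plus low lithium. Cytosolic IP1 by TR-FRET (665/620 ratio and 620 channel) after 10 min lysis; AC50 by Hill fit.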
# HTT ATP protect – Huntington cell model cytoprotection by ATP luminescence | PC12 HTT-Q103 induced, cytoprotection, ATP luminescence, 40 h | Potency, µM (top dose mostly 56.4 µM), without a hit: cytoprotection (ATP increase), most hits filed as activators | 230,000 tested, 0.14% active | AID 1471;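 also: % of control where 0% means no effect; nearly all actives have a fitted effect of over 45% in size; toxic huntingtin expression switched on by the ecdysone agonist tebufenozide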
#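 Stable PC12 Q103-GFP cells in serum-supplemented, phenol red-free DMEM; induction by tebufenozide at 100 nM final; compound dose series; cell viability quantified luminescently from ATP.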
# HTT aggregate – mutant huntingtin aggregation inhibition; PC12 HttQ103-GFP aggregates, Acumen cytometry, 40 h; Potency, µM (series often up to 46.1 µM), without a hit: top-dose activity change, negative = inhibition, usual class: inhibitors; 220,000 tested, 1.1% active; also: % is scaled to controls: 0 for no effect and ±100 for the full control effect; nearly all actives have a fitted effect of over 60% in size
#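 Quantitative HTS on tebufenozide-induced (100 nM) PC12 cells stably expressing polyQ103 Huntingtin exon 1–GFP. Reduction of bright GFP aggregates, detected by laser scanning cytometry after lysis, identified actives across the titration.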
# GoLoco inh red – blocks human Gai1 binding to RGS12 GoLoco peptide, red readout. Potency, µM (titrated, usually from 61.6 µM), without a hit: at the highest dose activity, negative = inhibition, hits mostly inhibitors. P63096. 230,000 tested, 0.44% active. AID 880. Gai1:RGS12 GoLoco peptide FP, rhodamine, 10 min; active = well fitted inhibition curve with a large enough effect, not every such curve was filed as active; inactive = no such curve, though single readings can be large or run the other way; also: % is scaled to controls: 0 for no effect and ±100 for the full control effect; nearly all actives have a fitted effect of over 30% in size; many of its hits are not listed in these tables
# Target sequence (P63096 whole entry, looked up): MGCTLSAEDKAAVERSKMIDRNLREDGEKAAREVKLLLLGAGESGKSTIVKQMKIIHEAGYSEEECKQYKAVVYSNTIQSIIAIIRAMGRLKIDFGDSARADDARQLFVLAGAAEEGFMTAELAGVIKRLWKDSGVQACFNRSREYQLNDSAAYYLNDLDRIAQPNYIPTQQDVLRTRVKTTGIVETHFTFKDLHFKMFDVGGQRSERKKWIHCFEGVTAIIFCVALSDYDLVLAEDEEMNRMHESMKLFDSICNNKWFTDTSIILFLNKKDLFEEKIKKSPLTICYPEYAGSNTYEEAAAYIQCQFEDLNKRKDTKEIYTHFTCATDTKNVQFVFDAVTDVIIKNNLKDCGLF
# The depositor's hits bear a star; ? = inconclusive; . = not tested or not shown; & = joins results of further samples; [ ] = dose if it differs, or a comment. Unless noted, calls follow the shape of the dose curve; as a rule, active = well fitted curve in the direction sought with a large enough effect; inconclusive = small, poorly fitted or top-dose-only effect, or another doubt; inactive = no such curve, though single readings can be large; an effect the other way counts as inactive or inconclusive. Potency is read from the fitted curve at half-maximal effect. An excerpt (hit frequency here may not be typical).
item	Compound	aGlu spleen mod	GAA glycogen mod	GAA inh	IMPase Li inh	HTT ATP protect	HTT aggregate	GoLoco inh red
1	CC1=NN(c2ccccc2)C(=O)/C1=C/c1c(O)[nH]c(=S)[nH]c1=O	-5%	-10%	-4%	-4%[38.3 µM]	-19%	-20%	21%
2	Cc1ccc(S(=O)ON2CCC(C(=O)O)(c3ccccc3)CC2)cc1 (stereo unspecified)	.	.	.	-6%	15%[10 µM]	.	10%[14.2 µM]
3	O=c1cccc2n1CC1CC2CN(c2ncnc3c2cnn3-c2ccc(Cl)cc2)C1 (stereo unspecified)	1%	0%	-8%	-8%[38.3 µM]	-26%[10 µM]	4%	3%
4	COC(=O)C(O)(c1ccc(N(C)S(=O)(=O)c2ccccc2)cc1)C(F)(F)F (stereo unspecified)	3%	-6%	-1%	7%[38.3 µM]	-12%	0%	1%
5	COc1ccc(CN2C(=O)NC(=O)/C(=C/c3ccoc3)C2=O)cc1	-8%	-7%	.	.	-20%[10 µM]	-16%[9.22 µM]	21%
6	O=P(O)(O)C(Cl)(Cl)P(=O)(O)O	14%	.	.	5%	16%	4%	6%
7	O=c1[nH]c(O)c(/C=C2/C=CC(c3cc(Cl)ccc3Cl)=N2)c(=O)[nH]1	-4%	5%	.	.	-10%[10 µM]	-7%[9.22 µM]	-1%
8	CCCn1cc(CN2CCCC(C(=O)c3cccc(OC)c3)C2)c(C)n1 (stereo unspecified)	5%	-7%	7%	19%	-8%[10 µM]	13%[9.22 µM]	13%
9	CCC(=NCc1ccco1)c1c(O)n(-c2ccc(Cl)cc2)c(=O)[nH]c1=O	8%	0%	-4%	.	-15%[10 µM]	1%[9.22 µM]	-5%
10	O=c1[nH]c(=S)n(-c2ccc(Cl)cc2)c(O)c1/C=N/N1CCOCC1	2%	-12%	-8%	.	3%[10 µM]	-4%[9.22 µM]	16%
11	CC(=O)OC1C2CCC1C(N1CCCCC1)CC2 (stereo unspecified)	3%	9%	5%	-2%	-35%	21%	3%
12	CN(C)P1(N(C)C)=Nc2c(c(N)nn2C)C(c2ccccc2)=N1	0%	6%	-3%	-3%[38.3 µM]	2%	-13%	6%
13	CC(C)Oc1ccc(Cc2c(O)[nH]c(=O)[nH]c2=O)cc1	2%	8%	1%	-8%[38.3 µM]	-11%[10 µM]	1%	5%
14	CCCCCCn1c(O)c(C(C)=NC)c(=O)[nH]c1=O	-23%	5%	?	23%[38.3 µM]	-3%	?	7%
15	CCOc1ccc(-c2c(C)n(-c3ccc(OCC)cc3)c3[n+]2CCCCC3)cc1	-5%	-7%	.	.	-56%[inhibitor][10 µM]	?	-10%
16	O[C@H]1C2CCC1C(N1CCCCC1)CC2 (stereo partly specified)	-7%	5%	-4%	11%[38.3 µM]	4%	-5%	-35%
17	COCc1cc(OC(=O)N(C)C)nc(-c2ccc(C)c(Cl)c2)n1	-1%	-13%	.	.	12%[10 µM]	2%[9.22 µM]	15%
18	CCCCCCC(C)(C)c1cc(OC)c2c(c1)OC(C)(C)[C@@H]1CC=C(C)C[C@@H]21	5%	.	.	8%	-11%	.	-2%
19	COc1ccc(C2SCC(=O)Nc3c2c(C)nn3C2CCOC(C)(C)C2)cc1OC (stereo unspecified)	9%	-7%	-6%	13%[38.3 µM]	12%	6%	-14%
20	Cc1cc(C=C2C(=O)N(C)C(=S)N(C)C2=O)c(C)n1-c1ccncc1	3%	-8%	0%	.	11%[10 µM]	-24%[9.22 µM]	42%[activator]
21	N#CCCn1cc(C(=O)Nc2ccccc2Br)c(-c2ccc3c(c2)OCCO3)n1	-3%	-18%	-6%	2%	-7%[10 µM]	11%	-1%
22	NNC(=O)c1ccc(O)cc1	-1%	.	.	3%	-26%[1.9 µM]	.	15%
23	CN1CCN2c3ccccc3CC3(C(=O)N(C)C(=O)N(C)C3=O)C2C1 (stereo unspecified)	9%	10%	.	.	17%[10 µM]	0%[9.22 µM]	6%
24	O=C(O)C1CN(CP(=O)(O)O)CCN1 (stereo unspecified)	-6%	.	.	-4%	-10%	.	10%
25	CCCCC(=O)N/N=C/c1c(O)n(CCCC)c(=S)[nH]c1=O	2%	0%	3%[15.4 µM]	.	-1%[10 µM]	-8%[9.22 µM]	9%

# Remaining list, next part.
item	Compound	aGlu spleen mod	GAA glycogen mod	GAA inh	IMPase Li inh	HTT ATP protect	HTT aggregate	GoLoco inh red
26	Cc1ccc(/C=C2\C(=O)NC(=O)N(Cc3ccccc3Cl)C2=O)o1	3%	-4%	-9%	10%	-25%	25%	257%[activator]
27	CCN(CC)c1ncnc2c1ncn2[C@@H]1O[C@H](COP(=O)(O)OP(=O)(O)C(Br)(Br)P(=O)(O)O)[C@@H](O)[C@H]1O	9%	.	.	12%	.	.	-13%
28	O=C(O)[C@H]1C[C@@H]1[C@H](NP(=O)(c1ccccc1)c1ccccc1)c1ccccc1	4%&5%	-4%	1%	5%&-13%	-5%	-5%	-6%&-13%
29	CCOP(=O)(OCC)c1cc(C)c(O)c(C(C)(C)C)c1	3%	0%	.	.	8%[10 µM]	5%[9.22 µM]	13%
30	CC(C)(C)OOC(=O)c1ccccc1	-1%	.	.	-13%	-8%	.	7%
31	CNC(=S)NC1CC2CCCC(C1)N2CC(C)C (stereo unspecified)	-5%	-4%	6%	6%[38.3 µM]	-9%	-3%	-3%
32	O=C(CN1CC=C(c2ccccc2)CC1)Nc1c(Cl)cccc1Cl	-3%	0%	-3%	3%	38%[1.9 µM]	10%	1%
33	Cc1cccc(-n2c(-c3ccco3)nc3ccccc3c2=O)c1C	3%	15%	3%	9%	-7%	11%	-4%
34	O=[N+]([O-])c1cc(C(F)(F)F)cc([N+](=O)[O-])c1Cl	-4%	.	.	9%	-47%[inhibitor]	.	-6%
35	Cc1cc(C)cc(C(=O)OC2CC3CCC(C2)N3C)c1 (stereo unspecified)	1%	.	.	-4%	-28%	-8%	7%
36	CCOc1ccc([N+](=O)[O-])cc1CNCCc1ccccc1	-15%	8%	7%	18%	12%[10 µM]	0%	20%
37	COc1ccc(N2C(=O)/C(=C/C=C/c3ccccc3[N+](=O)[O-])C(=O)NC2=S)cc1	1%	-4%	-2%	4%	29%	-8%	7%
38	Cc1cccc(OCC(=O)N2CCN(Cc3cccnc3)CC2)c1	0%	5%	?	5%	?	25%[9.22 µM]	-4%
39	CCc1cc2c(s1)N(CC(=O)OC)C(=O)CN=C2c1ccccc1OC	-3%	8%	9%	5%	.	.	5%
40	Clc1ccc(Cn2ccnc2)cn1	1%	-9%	-1%	-1%	-19%	-22%	8%
41	CC(C)C[C@H]1C(=O)N2CCC[C@H]2[C@]2(O)O[C@](NC(=O)[C@@H]3C=C4c5cccc6[nH]c(Br)c(c56)C[C@H]4N(C)C3)(C(C)C)C(=O)N12	7%	.	.	-4%	?	.	7%
42	C=CC1CN2CCC1CC2C(O)c1ccnc2ccccc12 (stereo unspecified)	-2%&-8%	.	.	10%&15%	?	.	-16%&-7%
43	O=C(NCCO)c1nsnc1NCCCl	0%	-8%	5%	-1%	.	.	3%
44	C=CCn1c(O)c(C(CC)=Nc2ccc(NC(C)=O)cc2)c(=O)[nH]c1=O	1%	1%	.	.	-1%[10 µM]	-6%[9.22 µM]	13%
45	CCC1(c2ccccc2)C(=O)N(COC)C(=O)N(COC)C1=O	-11%	0%	-5%	-10%[38.3 µM]	7%	12%	9%
46	Cc1cc(C)c(-n2c(O)c(/C=N/NC(=O)c3ccncc3)c(=O)[nH]c2=O)c(C)c1	1%	-3%	.	.	20%[10 µM]	17%[9.22 µM]	83%[activator]
47	Cn1cc(NC(=O)CCl)cn1	.	1%	-1%	-20%	14%[10 µM]	?	11%
48	O=c1c2ccccc2nc(/C=C/c2ccc3c(c2)OCO3)n1-c1cccc(O)c1	-4%	13%	3%	6%	8%[10 µM]	6%	6%
49	Cc1ccc(C(=O)c2cc(Br)ccc2N)cc1	.	-5%	-1%	-1%	-53%[inhibitor]	14%	15%
50	COC(=O)CC1NC2CCCCC2NC1=O (stereo unspecified)	1%	5%	-14%	9%[38.3 µM]	-21%[0.074 µM]	1%	-7%
51	Cc1nn(Cc2ccccc2)c(C)c1C=C1C(=O)NC(=S)NC1=O	1%	8%	0%	2%	13%[0.074 µM]	-1%	42%[activator]

# A draw from above in order of heavy-atom count, highest first:
item	Compound	aGlu spleen mod	GAA glycogen mod	GAA inh	IMPase Li inh	HTT ATP protect	HTT aggregate	GoLoco inh red
41	CC(C)C[C@H]1C(=O)N2CCC[C@H]2[C@]2(O)O[C@](NC(=O)[C@@H]3C=C4c5cccc6[nH]c(Br)c(c56)C[C@H]4N(C)C3)(C(C)C)C(=O)N12	7%	.	.	-4%	?	.	7%
27	CCN(CC)c1ncnc2c1ncn2[C@@H]1O[C@H](COP(=O)(O)OP(=O)(O)C(Br)(Br)P(=O)(O)O)[C@@H](O)[C@H]1O	9%	.	.	12%	.	.	-13%
46	Cc1cc(C)c(-n2c(O)c(/C=N/NC(=O)c3ccncc3)c(=O)[nH]c2=O)c(C)c1	1%	-3%	.	.	20%[10 µM]	17%[9.22 µM]	83%[activator]
28	O=C(O)[C@H]1C[C@@H]1[C@H](NP(=O)(c1ccccc1)c1ccccc1)c1ccccc1	4%&5%	-4%	1%	5%&-13%	-5%	-5%	-6%&-13%
39	CCc1cc2c(s1)N(CC(=O)OC)C(=O)CN=C2c1ccccc1OC	-3%	8%	9%	5%	.	.	5%
26	Cc1ccc(/C=C2\C(=O)NC(=O)N(Cc3ccccc3Cl)C2=O)o1	3%	-4%	-9%	10%	-25%	25%	257%[activator]
45	CCC1(c2ccccc2)C(=O)N(COC)C(=O)N(COC)C1=O	-11%	0%	-5%	-10%[38.3 µM]	7%	12%	9%
36	CCOc1ccc([N+](=O)[O-])cc1CNCCc1ccccc1	-15%	8%	7%	18%	12%[10 µM]	0%	20%
31	CNC(=S)NC1CC2CCCC(C1)N2CC(C)C (stereo unspecified)	-5%	-4%	6%	6%[38.3 µM]	-9%	-3%	-3%
49	Cc1ccc(C(=O)c2cc(Br)ccc2N)cc1	.	-5%	-1%	-1%	-53%[inhibitor]	14%	15%
50	COC(=O)CC1NC2CCCCC2NC1=O (stereo unspecified)	1%	5%	-14%	9%[38.3 µM]	-21%[0.074 µM]	1%	-7%
43	O=C(NCCO)c1nsnc1NCCCl	0%	-8%	5%	-1%	.	.	3%

# Screens deposited in PubChem BioAssay by National Center for Advancing Translational Sciences (NCATS).
